TTR transcr act: TTR transcription activators in neuroblastoma reporter cells, primary screen, cell-based, luminescence, SH-SY5Y, TTR promoter Gaussia luciferase. 100% = recombinant luciferase protein wells. activation, % at 16.7 µM. hit rate 1.3% among 92,000. AID 1117267, 2014;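 active = activation above the mean of all tested compounds plus 3 SD, cut at about 9.5% in these data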;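 note: cells exposed to compounds for one day before reading; 0% = median of all test compound wells on the plate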
Active calls of the source: *. The list is partial. The share of hits here may be higher or lower than overall.

Start of the data: the first 4 records as a preview:
SMILES	TTR transcr act
Cc1cccc(N2C(=O)CC(SC(=Nc3ccccc3)Nc3ccccc3)C2=O)c1 (stereo not given)	3.5
COc1ccc(C(=O)NCC(=O)N/N=C(\C)c2ccco2)cc1OC	1.1
C#CCN1C(=O)S/C(=C\c2cc3c(cc2OC)OCO3)C1=O	-1.4
Cc1cc(C(=O)NNC(=S)NCC(C)C)no1	0.5

Main list, from the start:
SMILES	TTR transcr act
Cc1cccc(N2C(=O)CC(SC(=Nc3ccccc3)Nc3ccccc3)C2=O)c1 (stereo not given)	3.5
COc1ccc(C(=O)NCC(=O)N/N=C(\C)c2ccco2)cc1OC	1.1
C#CCN1C(=O)S/C(=C\c2cc3c(cc2OC)OCO3)C1=O	-1.4
Cc1cc(C(=O)NNC(=S)NCC(C)C)no1	0.5
CCN(CC)C(=O)C1CCCN(C(=O)c2ccc3nc(-c4cccc(OC)c4)oc3c2)C1 (stereo not given)	0.3
Cc1ccc(S(=O)(=O)NCN2C(=O)c3ccccc3C2=O)cc1	7.7
Cc1ccc(C(=O)N[C@H](C(=O)OCc2cc(=O)oc3cc(C)ccc23)C(C)C)cc1	0.8
COc1ccc(NC(=O)CCc2nnc3ccc(N4CCC5(CC4)OCCO5)nn23)cc1	3.3
O=C(CNCCN1CCOCC1)Nc1ccccc1Sc1ccccc1	0.1
CNNC(=S)Nc1ccc(Cl)cc1	7.6
Cc1onc(C(=O)N2CCC(C(N)=O)CC2)c1-c1ccccc1Cl	2.2
CC1=C(C(=O)N2CCOCC2)CC(CC(=O)NCCc2ccccn2)C(=O)N1CCC1=CCCCC1 (stereo not given)	-1.1
NC1=NN=C(N2N=C(c3ccco3)CC2(O)C(F)(F)F)n2ncnc2C1 (stereo not given)	-0.7
COCCCN1CN(S(=O)(=O)c2ccc(C)cc2C)c2nc3ccccc3nc21	-0.9
CN(C)CCSc1nc(-c2ccccc2)nc2c1COC(C)(C)C2	1.1
O=c1c(OCc2ccccc2)cccn1Cc1ccccc1	0.9
CC(=O)N1CCC(N(CCN2CCOCC2)C(=S)Nc2ccc(C)c(C)c2)CC1	-1.4
Cc1ccc(C(=O)c2c(NC(=O)c3ccccc3C)sc(C)c2C)cc1	1.4
CC(C)C(=O)Nc1nnc(SCC(=O)NC2CC2)s1	1.9
CCOC(=O)c1c(C)[nH]c(C)c1C(=O)COC(=O)Cc1ccc(OC)c(OC)c1	1.6
CCOC(=O)/C(C#N)=C(\O)c1ccc(NC(=O)c2ccc([N+](=O)[O-])cc2)cc1	-0.9
CCC[C@H]1OC(=O)[C@@H]2CCCN2C(=O)[C@H]([C@H](C)Cc2ccccc2)NC(=O)[C@@H]2CCCN2C(=O)[C@@H]2CCCN2C(=O)[C@H](C(C)C)OC(=O)[C@@H]2CCCN2C(=O)[C@H](C(C)C)NC(=O)C1(C)C	-0.7
Cc1ccc(Cl)cc1NC(=S)N/N=C/c1cccc2ccccc12	-0.4
CC(CC(=O)Nc1ccc(C(N)=O)cc1)c1ccccc1 (stereo not given)	1.7
O=C(COC(=O)/C=C/c1cccc(F)c1)NC(=O)NC1CCCC1	1.2
O=C(NC(=S)Nc1cccc2ncccc12)c1ccco1	-1.1
CCSCCOC(=O)C1=C(C)NC(=O)NC1c1ccccc1 (stereo not given)	-1.8
O=C(/C=C/c1ccccc1)CC(=O)c1ccccc1	0.4
O=C(Cc1ccc(NC(=O)C2CCN(C(=O)C3CCCC3)CC2)cc1)Nc1cccc(C(=O)N2CCCCC2)c1	-4.0
COc1cccc(NC(=O)COC(=O)Cc2ccccc2[N+](=O)[O-])c1	-1.2
Clc1ccc(SCCCCN2CCOCC2)cc1	-1.1
Cc1ccc(S(=O)(=O)NCCC(=O)NC2CCCCC2)cc1	-0.8
COc1ccc(C2=NOC(Cn3nc(-c4ccccc4)cc3C(=O)NCc3cccc(Br)c3)C2)cc1 (stereo not given)	1.2
CC(C)CN(C(=O)CN1C(=O)NC(c2ccccc2)(c2ccccc2)C1=O)C1CCS(=O)(=O)C1 (stereo not given)	0.9
O=C(c1ccco1)N1CCN(c2nc3ccccc3n3nnnc23)CC1	-2.5
O=C(NNC(=O)c1ccccc1OCc1ccc(F)cc1)c1ccccc1O	-2.6
Nc1nc2n(n1)C(c1cccs1)CC(c1ccc(F)cc1)N2 (stereo not given)	0.8
CCn1c(O)c(N=NC(=O)c2cccs2)c2ccccc21	0.1
Cc1cc(NC(=O)Nc2cccc(Cl)c2)n(-c2ccccc2)n1	0.5
Cc1cc(SCC(=O)c2ccc3c(c2)OCO3)nc2ccccc12	-0.8
CCN(CC(=O)NC(C)C)C(=O)c1cc(S(=O)(=O)N2CCCCC2)ccc1N1CCCCC1	-1.5
Cc1cc(C)cc(-n2ccn(CC(=O)NCCc3ccccc3)c(=O)c2=O)c1	-1.1
O=C(O)c1sc2ncccc2c1OCc1ccccc1	2.4
CCCCNC(=O)C1CCCN(S(=O)(=O)CC)C1 (stereo not given)	-1.4
Nc1nc(SCc2ccccc2)c2ncn(C3CCCCC3)c2n1	-2.5
CC1CCCC(NC(=O)COC(=O)c2ccccc2[N+](=O)[O-])C1C (stereo not given)	-0.5
Cc1cc2cc(CNC(=O)NC3CCCCC3)ccc2n1C	-2.4
Cc1ccc(-c2nc(NCc3cccnc3)c3ccccc3n2)cc1	1.1
Cc1ccc(S(=O)(=O)NC(=O)C2(C)CCN2C(=O)C2CC2)cc1 (stereo not given)	1.8
COc1ccc(OCCCC(=O)Nc2nncs2)cc1	0.7
O=C(O)COc1ccc(/C=C2\SC(=Nc3ccccc3)N(c3ccccc3)C2=O)cc1	0.8
CCCOc1ccc(CSc2nc3ccccc3[nH]2)cc1	-4.0
O=S(=O)(CCN1CCSCC1)c1ccccc1	1.1
C=CCc1c(C)nc(-c2ccccc2)nc1N/N=C/c1ccncc1	0.2
O=C(/C=C/c1ccccc1Cl)Nc1cccc(O)c1	-2.8
COc1ccc(Nc2nc(Cl)nc(Nc3ccc(OC)cc3)n2)cc1	-2.4
C=CCNC(=O)c1cc2cc(Cl)ccc2nc1N	2.2
CC(=O)Nc1ccc(C(=O)NCCc2ccccc2)cc1	5.1
C[C@H]1CCC(=O)N([C@H](CSc2ccccc2)Cc2ccccc2)CC1	7.0
O=C(N/N=C/c1cccs1)c1cccnc1	2.6

(continued)
SMILES	TTR transcr act
CCOC(=O)c1ccccc1NC(=O)c1ccc2c(SCC(=O)O)c3c(nc2c1)CCCC3	-2.3
Cc1ccc(C2N(c3cccc(Cl)c3)C(=O)N3CCCN23)cc1 (stereo not given)	0.0
COC(C(=O)Nc1ccccc1F)c1ccccc1 (stereo not given)	15*
O=C1CCC[C@H]2C[C@H](NCc3ccco3)CC[C@]23CCCN13	0.4
CCc1ccc(C(=O)NNC(=O)CCc2nc3ccccc3c(=O)[nH]2)cc1	0.0
CCOC(=O)C1=CN(Cc2ccco2)S(=O)(=O)N(CC)C1c1ccc(F)c(Cl)c1 (stereo not given)	-1.5
Cc1cc(O)ccc1Nc1nc(-c2sc(N)nc2C)cs1	-0.8
O=C(CCc1nnc(CCC2CCCCC2)o1)NCc1ccon1	0.5
COC(=O)c1cc(CNC(=O)c2ccccc2Cl)ccc1OC	-0.4
Cc1nn(-c2ccccc2)c2sc(C(=O)n3cccn3)cc12	-3.0
CCc1c(O)cc(=O)n(-c2ccccc2)c1-c1ccccc1	0.7
COC(=O)c1c(NC(=O)CN2CCCc3ccccc32)sc(C)c1C	1.0
c1ccc(CNc2nc(NCc3ccco3)nc(N3CCOCC3)n2)cc1	2.9
CCOc1ccc(C(C(=O)NC2CCCC2)N(C(=O)c2snc(C(N)=O)c2N)c2cccc(O)c2)cc1 (stereo not given)	-3.2
CCOC(=O)c1ccc(NC(=O)c2ccccc2)cc1	-1.5
Clc1ccc(CSc2nnc(-c3ccc4c(c3)OCO4)o2)cc1	0.8
CC(C)n1c(SCC(N)=O)nc2c1c(=O)[nH]c(=O)n2C	6.0
CC(Cc1ccccc1)NC(=O)c1cc([N+](=O)[O-])ccc1Cl (stereo not given)	0.9
COc1ccc(S(N)(=O)=O)cc1-c1nnc2c3ccccc3c(C)nn12	0.3
Cc1cc(NC(=O)CSc2ccc3nnc(-c4cccs4)n3n2)no1	1.1

6 entries from above, with bars between the fields.
compound | TTR transcr act
Cc1cc(NC(=O)Nc2cccc(Cl)c2)n(-c2ccccc2)n1 | 0.5
Cc1cc(SCC(=O)c2ccc3c(c2)OCO3)nc2ccccc12 | -0.8
CCN(CC(=O)NC(C)C)C(=O)c1cc(S(=O)(=O)N2CCCCC2)ccc1N1CCCCC1 | -1.5
Cc1cc(C)cc(-n2ccn(CC(=O)NCCc3ccccc3)c(=O)c2=O)c1 | -1.1
O=C(O)c1sc2ncccc2c1OCc1ccccc1 | 2.4
CCCCNC(=O)C1CCCN(S(=O)(=O)CC)C1 (stereo not given) | -1.4

The list continues:
SMILES	TTR transcr act
Cc1ccc(NS(=O)(=O)c2cc(C(=O)N3CCOCC3)ccc2C)cc1C	3.1
CC(=O)Nc1cccc(C(=O)/C=C/c2ccc(Br)cc2)c1	-4.6
CC(C)(C)NC(=O)C(c1cccnc1)N(C(=O)c1ccc(Cl)nc1)C1CCCC1 (stereo not given)	0.6
CC1(C)CC(NC(=O)c2cccc(Cl)c2)CC(C)(C)N1	-1.1
C/C=C/c1cccc(-c2nc(C(=O)N3CCCCC3)cc3c2[C@H](CCO)N(C(=O)NC(C)C)C3)c1	0.6
COc1ccc(NC(=O)CSCCc2ccccn2)cc1OC	0.1
O=C(Nc1cc(C2CC2)nn1-c1ccccc1)c1ccc(F)cc1	-1.3
Cc1ccc(CN2CCC(CNC(=O)c3ccc(NC(=O)C4=CSCCO4)cc3)CC2)cc1	-0.6
O=C(Nc1ccc(O)c2c(=O)cc(-c3cccc(Cl)c3)oc12)c1ccc(F)cc1	-1.7
Cc1cc(-c2ccc3ccccc3c2)n2ncnc2n1	3.6
CC/C(=C\c1ccc(Cl)cc1)c1ccncc1	1.5
Cc1ccc(C(=O)Nc2ccc(C(=O)O)cc2)cc1S(=O)(=O)Nc1cccc([N+](=O)[O-])c1	3.5
CCC(=O)N1CCN=C1SCc1ccc(Cl)cc1	0.3
O=C(N/N=C/C1CC=CCC1)c1cc(Br)ccc1O (stereo not given)	-3.1
O=C1OC(c2ccccc2)/C(=C(/O)c2ccccc2)C1=O (stereo not given)	-1.0
O=C(CSc1nc(-c2ccc(F)cc2)cs1)Nc1ccccn1	1.7
O=C(NC1CCS(=O)(=O)C1)C12CC3CC(CC(C3)C1)C2 (stereo not given)	2.4
Cc1c(Cl)cccc1NC(=O)CSc1nnc(C)n1CC1CCCO1 (stereo not given)	0.0
O=S1(=O)c2c(Oc3cccc4ccccc34)cccc2OC(COCc2ccccc2)CN1C1CCCC1 (stereo not given)	5.1
O=C1C=C(N2CCOCC2)C2(CCCCC2)O1	0.1
COc1ccc(-c2csc3nc(-c4ccccc4F)oc(=O)c23)cc1	0.7
COc1ccc(NC(=O)c2ccccc2NS(=O)(=O)c2ccc(CNC(C)=O)cc2)c(OC)c1	3.1
Cc1cccc(NC(=O)N2CCN(Cc3ccccc3)CC2)c1	-2.6
COC(=O)c1ccc(NC(=O)CSc2nc(=O)n3cccc(C)c3n2)cc1	1.1
CC(C)(C)c1cc(C(=O)O)n(Cc2ccc(Cl)cc2Cl)n1	-0.7
Nc1ccc2c(c1)[nH]c(=O)c1cc(N)ccc12	-0.9
COCCCN(C(=O)c1ccco1)c1nc(-c2ccc(OC)cc2)cs1	-2.2
CC(C)C(=O)N1CCC(Cc2ccccc2)CC1	-0.6
COC(=O)c1ccc(NC(=O)c2ccc3nsnc3c2)cc1	-1.6
COc1ccc(-c2noc(-c3ccccc3C(=O)Nc3cccc(OC)c3)n2)cc1	-3.9
COC(=O)c1ccc(/C=N\N2CCN(c3ccccc3)CC2)cc1	-1.2
COc1ccc(CN2CN(C(C)C)CSC2=S)cc1	4.8
Cc1cc(F)ccc1-c1cc(C(=O)Nc2ccc(F)cc2)[nH]n1	-3.3
CCCCC1NC(=S)N(C2CCCCC2)C1=O (stereo not given)	-0.3
Cc1cccc(NC(=O)Cn2c(O)c(N=NC(N)=S)c3ccccc32)c1	-3.7
CCOc1ccc(NC(=S)N/N=C(\C)Cc2ccc(OC)cc2)cc1	-0.7
CCN(CC)S(=O)(=O)c1ccc(C(=O)NC2=C(C(=O)OC)SCC2)cc1	-0.6
S=c1[nH]nc(-c2cc(-c3ccccc3)n[nH]2)n1/N=C/c1ccc(Cl)cc1	0.6
CCOCCCNC(=O)C1c2ccccc2C(=O)N2CCc3ccccc3C12 (stereo not given)	3.9
CC1=NN(c2ccccc2)C(=O)/C1=C\c1cn(CCC#N)nc1-c1ccc(Cl)cc1	1.4

Given with each value named: part of the list above
CC(C)(C)NC(=O)C(c1cccnc1)N(C(=O)c1ccc(Cl)nc1)C1CCCC1 (stereo not given)
  TTR transcr act: 0.6
CC1(C)CC(NC(=O)c2cccc(Cl)c2)CC(C)(C)N1
  TTR transcr act: -1.1

Following part
SMILES	TTR transcr act
CCOc1c(OC)cccc1C1CC(=O)Nc2cc3c(cc21)OCCO3 (stereo not given)	1.0
Cc1ccc(NC(=O)C2CCN(S(=O)(=O)c3ccc4c(c3)NC(=O)C(C)S4)CC2)cc1C (stereo not given)	-4.6
Cc1ccc(C)c(Cn2c(C(C)O)nc3ccccc32)c1 (stereo not given)	0.6
Clc1ccc(OCCCN2CCCC2)cc1Cl	4.8
C/C(=N\Nc1cc(N2CCOCC2)ncn1)c1ccc(O)cc1	-2.3
Cc1c(N(C(=O)CNC(=O)c2ccccc2)C2(C(=O)NC3CCCC3)CCCCC2)c(=O)n(-c2ccccc2)n1C	-1.1
Cc1cc(C)n2nc(Cc3ccccc3)nc2n1	2.9
CC(Sc1ccc(Cl)cc1)C(=O)NNC(=O)c1ccco1 (stereo not given)	0.8
Cc1ccc(SCc2nc(-c3ccncc3)no2)cc1	9.1

Assay outcomes from PubChem BioAssay.
